Screening results (PubChem)
PLAP inhibition – PLAP enzyme inhibitors, biochemical, luminescence, HTS (AID 690) | purified PLAP, luminescent substrate; higher % means a stronger effect | inhibition, % at 20 µM, or IC50 in µM where a hit was titrated | 0.08% of 96,000 active; in the data active = a potency from the dose series; inactive = the rest, 99 in 100 with inhibition below about 30%; also: strong numbers were not always called active
IL1B NFkB inh – blocks IL-1B driven NFkB nuclear translocation in HUVEC cells. AID 796. inhibition, % at 2 µM. 0.43% of 94,000 active. HUVEC IL-1B NFkB p65 nuclear translocation imaging;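 active = inhibition above about 30% together with a positive call from visual inspection of the well image, limit read from the data; inconclusive = inhibition above a set limit but visual check negative; inactive = inhibition not above a set limit, visual check negative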;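 also: nuclear over cytoplasmic p65 intensity ratio measured by imaging; 0% = IL-1B stimulated DMSO wells and 100% = unstimulated DMSO wells; values of inactives mirror those of a sister screen read the other way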
MRP reversal – compounds reversing MRP-mediated drug resistance. H69AR cells + 2 uM doxorubicin, CellTiter-Glo, 72 h. differential viability (reversal), % at 10 µM. 0.04% of 85,000 active. AID 602;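 active = viability drop by adding the cancer drug above about 55%, with treated viability meeting a 40% cutoff, limit read from the data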;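 also: viability without doxorubicin minus viability with 2 µM doxorubicin for each compound; larger differential means the compound sensitizes cells more to doxorubicin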
IL1B NFkB pot – enhances IL-1B driven NFkB nuclear translocation. activation, % at 2 µM. 0.3% of 94,000 active. HUVEC IL-1B NFkB p65 nuclear translocation imaging;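 active = activation above 40%, about the mean plus 3 SD, also judged a hit on visual image review; inconclusive = activation above 40% but not a hit on visual review; inactive = activation not above 40% and no visual hit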;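 also: percent activation is computed from the nuclear over cytoplasmic p65 intensity ratio; values of inactives mirror those of a sister screen read the other way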
Bcl-B TR3 displacers – displacers of TR3 peptide from Bcl-B, primary screen, selectivity assay for Bfl-1 inhibitor project, biochemical, fluorescence polarization. FP displacement of FITC-TR3 peptide from Bcl-B; higher % means a stronger effect. displacement, % at 20 µM, or IC50 in µM where a hit was titrated. 0.11% of 96,000 active;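 active = displacement above 50% at 20 µM plus a fluorescence interference ratio under 1.5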;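 also: plate controls were wells without compound for no effect and wells lacking Bcl-B protein for full effect; a part of the inactive calls stands beside numbers as strong as those of hits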
MRP reversal cytotoxicity – recorded beside MRP reversal, whose call it bears; viability, %; H69AR cells, CellTiter-Glo, 72 h; measured here: cytotoxicity without doxorubicin
MRP reversal with doxorubicin – also measured in MRP reversal; calls as there; viability, %; measured here: viability with 2 uM doxorubicin; stronger effect = lower value
IL1B NFkB inh cell count 2 µM – further read-out of IL1B NFkB inh, marked with its call; cell count; measured here: cells passing quality filter;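 raw number of nuclei counted in each imaged well without normalization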
IL1B NFkB pot cell count 2 µM – recorded beside IL1B NFkB pot, whose call it bears; cell count; measured here: cells passing quality filter
Numbers without * were called inactive; ? = inconclusive; / = no result given. A portion of the library (hit frequency here may not be typical).

SMILES	PLAP inhibition	IL1B NFkB inh	IL1B NFkB inh cell count 2 µM	MRP reversal	MRP reversal cytotoxicity	MRP reversal with doxorubicin	IL1B NFkB pot	IL1B NFkB pot cell count 2 µM	Bcl-B TR3 displacers
C/C(CC(=O)Nc1ccc(OCc2ccccc2)cc1)=N\NC(=O)C(=O)Nc1ccc(C)c(Cl)c1	3.2%	-1.4	128	/	/	/	1.4	128	-13.8%
Cc1cc(S(=O)(=O)NC2CCCCC2)ccc1OCC(=O)NCc1ccccn1	-4.9%	-11.4	119	-25.5	77.0	102.4	11.4	119	7.3%
O=S(=O)(NCCc1csc(-c2cccnc2)n1)c1ccc(Cl)s1	11.9%	-4.6	132	2.2	82.0	79.8	4.6	132	4.7%
CCOC(=O)C1=C(C)Nc2nnnn2C1c1ccc(OC)c(Br)c1 (configuration not stated)	-7.5%	-58.8	49	-6.6	75.4	82.0	?	/	-3.8%
CC(C)CCOc1ccc(C2(C)NC(=O)N(CN3CCOCC3)C2=O)cc1 (configuration not stated)	6.3%	/	/	-15.5	83.5	99.0	/	/	7.0%
O=C1CC(N2CCC(c3nc4ccccc4s3)CC2)C(=O)N1Cc1ccccc1 (configuration not stated)	-32.6%	-17.1	206	15.3	98.1	82.8	17.1	206	0.4%
O=C1CC(c2ccccc2)Cc2nc3ncnn3cc21 (configuration not stated)	-24.5%	18.0	119	5.9	85.3	79.4	-18.0	119	3.6%
COc1ccc(S(=O)(=O)N2CCSC2c2ccc(N)cc2)cc1 (configuration not stated)	-4.6%	-5.1	127	-6.7	90.2	96.8	5.1	127	4.6%
C/C(N)=C(/C#N)C(=O)COC(=O)CSc1ccccc1	-64.8%	-3.1	170	5.3	100.9	95.6	3.1	170	8.4%
O=C(O)CSC1CC(=O)N(c2ccc(Cl)c(Cl)c2)C1=O (configuration not stated)	-13.6%	6.9	150	-21.8	70.9	92.7	-6.9	150	-8.9%
O=S(=O)(Nc1nc2c(s1)CCCC2)c1ccc(F)cc1	-23.5%	-3.8	171	-3.8	90.4	94.2	3.8	171	11.5%
CCOC(=O)N1CCC(N(C(=O)Nc2cccc(OC)c2)C(C)CC)CC1 (configuration not stated)	-41.1%	4.9	148	13.0	97.1	84.1	-4.9	148	-4.7%
Cc1ccc(SCCNC(=S)Nc2cc(C)ccc2C)cc1	58.0%	-22.7	59	9.6	91.6	82.0	22.7	59	6.3%
Cc1ccc(-c2nnc(OCCN3CCOCC3)c3ccccc23)cc1	-84.2%	/	/	-8.0	66.4	74.4	/	/	1.8%
COc1cccc2c1OC1(C)CC2NC(=O)N1c1cccc(C(=O)Nc2ccc3c(c2)OCCO3)c1 (configuration not stated)	-70.8%	-1.6	162	18.0	85.3	67.3	1.6	162	-12.2%
CCn1c(CNC(=O)COc2c(C)cccc2C)nnc1SCC(=O)Nc1nccs1	2.7%	-12.8	166	8.9	95.4	86.5	12.8	166	-5.8%
COC(=O)C1=C(C)N(C)C(=O)NC1c1ccccc1 (configuration not stated)	-18.9%	-47.0	89	/	/	/	47.0*	89*	-4.1%
CC(C)N1C(=O)C(Cc2nc3ccccc3c(=O)n2-c2ccccc2)c2ccccc21 (configuration not stated)	-60.3%	-6.7	99	/	/	/	6.7	99	-8.0%
O=C(Nc1ccc(-c2nc3ccccc3[nH]2)cc1)c1ccc2c(c1)OCO2	4.3%	-8.6	77	/	/	/	8.6	77	0.1%
CC(C)n1c(N2CCN(C(=O)c3cccs3)CC2)nc2ccccc21	-69.2%	-13.6	176	-4.6	79.5	84.0	13.6	176	-1.5%
CCOc1ccc(C(=O)Nc2c3c(nn2-c2cccc(C)c2C)CS(=O)C3)cc1 (configuration not stated)	-4.7%	-6.5	140	10.4	86.3	75.8	6.5	140	9.8%
CC1CCN(S(=O)(=O)c2cccc(C(=O)NCc3cccs3)c2)CC1	18.3%	7.5	162	8.1	103.0	94.9	-7.5	162	-10.6%
O=C1c2ccccc2S(=O)(=O)N1CCOc1ccccc1	26.6%	-16.8	200	11.0	97.6	86.6	16.8	200	-0.6%
Cc1nc(SCc2nnc(-c3ccc(Cl)cc3)o2)c2c3c(sc2n1)CCC3	-19.9%	/	/	-38.1	50.6	88.8	/	/	5.4%

Some of the entries so far, with two lines to a compound:
The line under a structure holds: PLAP inhibition | IL1B NFkB inh | IL1B NFkB inh cell count 2 µM | MRP reversal | MRP reversal cytotoxicity | MRP reversal with doxorubicin | IL1B NFkB pot | IL1B NFkB pot cell count 2 µM | Bcl-B TR3 displacers
Cc1nc(SCc2nnc(-c3ccc(Cl)cc3)o2)c2c3c(sc2n1)CCC3
    -19.9% | / | / | -38.1 | 50.6 | 88.8 | / | / | 5.4%
CC(C)N1C(=O)C(Cc2nc3ccccc3c(=O)n2-c2ccccc2)c2ccccc21 (configuration not stated)
    -60.3% | -6.7 | 99 | / | / | / | 6.7 | 99 | -8.0%

More entries follow:
SMILES	PLAP inhibition	IL1B NFkB inh	IL1B NFkB inh cell count 2 µM	MRP reversal	MRP reversal cytotoxicity	MRP reversal with doxorubicin	IL1B NFkB pot	IL1B NFkB pot cell count 2 µM	Bcl-B TR3 displacers
Cc1cccc(NC(=S)NN(Cc2ccccc2)c2ccccc2)c1C	0.9%	2.3	172	/	/	/	-2.3	172	2.6%
Cc1ccc(C(=O)N2CCN(c3ccc(C(F)(F)F)cn3)CC2)cc1	-1.2%	0.9	141	-1.9	97.3	99.2	-0.9	141	9.9%
CCn1c(-c2ccc(F)cc2)cnc1SCC(=O)N1CCCCC1C (configuration not stated)	-21.1%	19.1	188	/	/	/	-19.1	188	0.5%
O=C(Nc1nccs1)c1cccc(NC(=O)C2CC2)c1	15.6%	-25.1	151	8.6	91.3	82.7	25.1	151	-10.1%
CCN(C(=O)c1cn(CC)c(=O)c2cc(OC)c(OC)cc12)c1ccccc1C	-29.7%	-3.7	111	-4.0	65.4	69.3	3.7	111	-1.4%
C/C(N)=C(/C#N)C(=O)CSc1nnc(-c2ccc(OC(F)F)cc2)o1	25.6%	-10.4	112	5.5	91.0	85.6	10.4	112	-9.7%
O=c1c2c3nc4ccccc4nc3n(-c3cccc(F)c3)c2ncn1Cc1ccc2c(c1)OCO2	-17.9%	/	/	1.3	18.1	16.8	/	/	3.6%
CCn1c(SCC(=O)Nc2nc(-c3ccc(C)cc3)cs2)nnc1-c1ccccc1	-22.7%	-8.5	160	-16.6	60.2	76.9	8.5	160	-4.0%
COC(=O)C1=C(C)N(C)C(C)=C(C(=O)OC)C1c1ccsc1	-6.2%	-25.6	191	13.9	95.2	81.3	25.6	191	-2.7%
COc1ccc(NC(=O)c2ccc(CN3CCN(c4ccccc4)CC3)cc2)cc1OC	-8.7%	-12.7	150	/	/	/	12.7	150	-7.3%
CCN(CC)CCCNC(=O)c1cn(CCOC)c(=O)c2c1c1ccccc1n2C	-57.7%	-30.4	200	-0.8	81.4	82.2	30.4	200	1.8%
COc1ccc(OC)c(C2CC(=O)N3CN(c4ccccc4)CSC3=C2C#N)c1 (configuration not stated)	-9.2%	-15.1	191	16.7	93.8	77.0	15.1	191	1.1%
CC(=O)N(C(C)=O)c1c(N2CCOCC2)c2ccccc2oc1=O	9.8%	/	/	-4.2	94.7	99.0	/	/	-5.7%
Cc1cc(C)n(C(=O)C23CC4CC(CC(C4)C2)C3)n1	-29.3%	-17.1	107	6.7	97.1	90.3	17.1	107	-6.9%
O=C(CSc1ncnc2c1oc1ccccc12)N1CCN(c2ccccc2)CC1	/	-3.3	139	10.9	83.9	73.0	3.3	139	/
O=C(NCCSCc1ccco1)Nc1ccccc1	-1.4%	5.5	89	/	/	/	-5.5	89	3.8%
COc1ccc(N(CC(=O)N2CCc3ccccc32)S(=O)(=O)c2c(C)nn(C)c2C)cc1	-21.6%	-6.9	139	7.6	90.3	82.7	6.9	139	9.6%
CCOc1ccccc1NC(=O)C1C2C=CC(C2)C1C(=O)O (configuration not stated)	1.6%	-18.3	101	12.4	106.4	94.0	18.3	101	2.8%
COc1ccc(CCNS(=O)(=O)c2ccc3c(c2)OCCO3)cc1	20.4%	2.6	118	21.1	102.3	81.2	-2.6	118	0.1%
O=C(NNS(=O)(=O)c1ccccc1)C1CCN(S(=O)(=O)c2ccccc2)CC1	-14.1%	2.7	99	/	/	/	-2.7	99	-0.4%
CCOC(=O)C1=C(C)NC(=O)NC1c1ccc(OC(=O)c2ccco2)c(OC)c1 (configuration not stated)	-1.0%	10.9	203	-19.5	96.4	115.9	-10.9	203	-8.3%
CC(C)(C)C1CCC(=O)C(C2(O)C(=O)Nc3ccccc32)C1 (configuration not stated)	2.6%	-20.2	144	-10.6	80.3	90.9	20.2	144	-8.3%
Cc1nc(NC(=O)c2ccccc2)sc1-c1csc(N)n1	7.8%	-24.0	122	-27.0	29.9	56.9	24.0	122	-9.3%
COC(=O)C(C)NS(=O)(=O)c1ccc(NC(C)=O)cc1 (configuration not stated)	-2.1%	-10.1	119	3.7	93.5	89.8	10.1	119	-11.3%
O=C(COc1ccccc1)Nc1nc2ccccc2[nH]1	-55.8%	-24.5	157	24.7	102.4	77.7	24.5	157	-10.8%
CCOC(=O)N1CCN(C(=O)CN(Cc2ccc(Cl)cc2)S(=O)(=O)c2ccccc2)CC1	-63.9%	/	/	12.3	80.7	68.3	/	/	-4.7%
Cc1nc2c3c4c(sc3n3c(SCC(=O)NCc5ccco5)nnc3n2n1)COC(C)(C)C4	-4.3%	/	/	/	/	/	/	/	1.2%
Cc1nn(Cc2ccc(Cl)cc2Cl)c(C)c1NC(=O)C1C2CCC(O2)C1C(=O)O (configuration not stated)	/	-26.3	127	3.3	91.6	88.3	26.3	127	/
CCC(Sc1nc(C)cc(=O)[nH]1)C(=O)Nc1ccc(Cl)cn1 (configuration not stated)	-28.9%	-3.1	174	-0.2	98.5	98.8	3.1	174	-0.3%
O=C(NCCc1ccccc1)C1CCN(c2nc3ccccc3o2)CC1	-12.4%	3.5	128	18.2	90.0	71.8	-3.5	128	16.4%
O=C(CN1CCOCCOCCN(CC(=O)Nc2ccccc2)CCOCC1)Nc1ccccc1	-93.4%	2.2	91	18.4	84.8	66.3	-2.2	91	1.3%
O=C(Nc1ccc2c(c1)OCO2)c1ccc(CN2CCOCC2)cc1	8.0%	-10.7	159	1.7	89.6	87.9	10.7	159	-5.8%
Cc1[nH][nH]c(=O)c1C(c1ccc(-c2ccc(Cl)cc2)o1)c1c(C)[nH][nH]c1=O	-122.1%	-49.6	61	-0.2	1.9	2.2	49.6*	61*	-6.7%
CCN(Cc1ccccc1)S(=O)(=O)c1ccc(S(=O)(=O)N(Cc2ccccn2)Cc2ccco2)cc1	22.2%	3.3	125	-4.0	22.1	26.1	-3.3	125	1.1%
CCN1C(=O)C(O)(CC(=O)c2cc(C)ccc2C)c2ccccc21 (configuration not stated)	-11.1%	-16.1	97	14.0	105.1	91.1	16.1	97	10.2%
CCOC(=O)c1cc2occc2n1CCCN1C(=O)c2ccccc2C1=O	-27.9%	-7.4	54	18.0	109.6	91.5	7.4	54	9.2%
CC1Cc2ccccc2N1C(=O)CN1C(=O)CN(C)C(=O)c2ccccc21 (configuration not stated)	-35.6%	-6.1	187	-2.0	82.2	84.2	6.1	187	-8.1%
Clc1ccc2nc(-c3ccc(Br)s3)cn2c1	7.0%	-18.9	183	/	/	/	18.9	183	0.0%
Cn1c(Cl)cnc1C(O)c1ccccc1 (configuration not stated)	9.6%	-8.6	91	-23.4	92.9	116.3	8.6	91	5.7%
O=C(c1ccc(C(=O)N2CCOCC2)nc1)N1CCOCC1	8.1%	-5.7	102	8.2	98.3	90.1	5.7	102	-0.5%

Compounds above that contain a cyano group, in the order listed:
SMILES	PLAP inhibition	IL1B NFkB inh	IL1B NFkB inh cell count 2 µM	MRP reversal	MRP reversal cytotoxicity	MRP reversal with doxorubicin	IL1B NFkB pot	IL1B NFkB pot cell count 2 µM	Bcl-B TR3 displacers
C/C(N)=C(/C#N)C(=O)COC(=O)CSc1ccccc1	-64.8%	-3.1	170	5.3	100.9	95.6	3.1	170	8.4%
C/C(N)=C(/C#N)C(=O)CSc1nnc(-c2ccc(OC(F)F)cc2)o1	25.6%	-10.4	112	5.5	91.0	85.6	10.4	112	-9.7%
COc1ccc(OC)c(C2CC(=O)N3CN(c4ccccc4)CSC3=C2C#N)c1 (configuration not stated)	-9.2%	-15.1	191	16.7	93.8	77.0	15.1	191	1.1%
